# FLuc inh: Firefly luciferase inhibition profiling of diverse chemical library using quantitative high-throughput screening. Luciferin 4-monooxygenase (Photinus pyralis), P08659. purified P. pyralis luciferase, luminescence, biochemical. Potency, µM (top dose mostly 115 µM), for the others: at the highest dose activity change, negative = inhibition, actives largely listed as inhibitors. 76,000 compounds, 2.5% hits; further: potency means the concentration at half of the fitted maximal effect; nearly all actives have a fitted effect of over 65% in size
#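 Luminescence read by CCD imager after adding enzyme (10nM final) to wells holding compound, titrated in qHTS. Substrates 10uM each D-luciferin and ATP; buffer 50mM Tris acetate pH 7.5, 10mM Mg acetate, Tween-20, BSA.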
# SNCA expr inh: Primary qHTS assay for inhibitors of alpha-synuclein gene (SNCA) expression. HEK-293 SNCA-luciferase knock-in, luminescence, 24 h. Potency, µM (highest dose often 57.2 µM), for inactives: top-dose activity change, negative = inhibition, usual class: inhibitors. 140,000 compounds, 0.17% hits;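 further: potency means the concentration at half of the fitted maximal effect; plate controls were DMSO cells for no effect and cell-free wells for full effect; nearly all actives have a fitted effect of over 45% in size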
# 3T3 cytotox: Cytotoxic Profiling in NIH 3T3 Cell Line of Diverse Libraries Using Quantitative High-Throughput Screening; Potency, µM (top dose mostly 96.7 µM), inactives show at the top dose activity change, negative = cytotoxicity, actives largely listed as inhibitors; NIH 3T3 viability, CellTiter-Glo ATP luminescence, 48-72 h; 94,000 compounds, 4.3% hits; further: potency means the concentration at half of the fitted maximal effect; nearly all actives have a fitted effect of over 55% in size
#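 Luminescent ATP readout (CellTiter-Glo, 10 min RT) after 48 or 72 hr compound exposure of NIH 3T3 cells seeded at 400 cells/well in 1536-well format; quantitative HTS.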
# SNCA viab count: GF-AFC viability counterscreen for inhibitors of alpha-synuclein gene (SNCA) expression | Potency, µM (top dose mostly 57.1 µM), without a hit: top-dose activity change, negative = cytotoxicity, hits mostly cytotoxic | 150,000 compounds, 0.12% hits | HEK-293-SNCA-luc viability, GF-AFC fluorescence, 24 h;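 further: potency means the concentration at half of the fitted maximal effect; 0% = DMSO-treated cells and -100% = medium-only wells without cells; nearly all actives have a fitted effect of over 30% in size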
#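 Cytotoxicity counterscreen: after 24 h compound treatment of genome-edited SNCA-luciferase HEK-293 cells, live-cell protease substrate GF-AFC read by fluorescence after 30 min; activity scaled between DMSO (0%) and medium-only (-100%), curves Hill-fitted.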
# GPT2 inh: Primary qHTS assay for inhibitors of Glutamate pyruvate transaminase 2 (GPT2). Alanine aminotransferase 2 (Homo sapiens), Q8TD30. Recombinant GPT2, coupled pyruvate oxidase/HRP Amplex Red fluorescence. Potency, µM (doses to about 57.7 µM), without a hit: at the top dose activity change, negative = inhibition, usual class: inhibitors. 100,000 compounds, 0.25% hits. AID 1671188, 2021; further: potency means the concentration at half of the fitted maximal effect; nearly all actives have a fitted effect of over 60% in size; many of its hits are not listed in these tables
# Target sequence (Q8TD30 whole entry, looked up): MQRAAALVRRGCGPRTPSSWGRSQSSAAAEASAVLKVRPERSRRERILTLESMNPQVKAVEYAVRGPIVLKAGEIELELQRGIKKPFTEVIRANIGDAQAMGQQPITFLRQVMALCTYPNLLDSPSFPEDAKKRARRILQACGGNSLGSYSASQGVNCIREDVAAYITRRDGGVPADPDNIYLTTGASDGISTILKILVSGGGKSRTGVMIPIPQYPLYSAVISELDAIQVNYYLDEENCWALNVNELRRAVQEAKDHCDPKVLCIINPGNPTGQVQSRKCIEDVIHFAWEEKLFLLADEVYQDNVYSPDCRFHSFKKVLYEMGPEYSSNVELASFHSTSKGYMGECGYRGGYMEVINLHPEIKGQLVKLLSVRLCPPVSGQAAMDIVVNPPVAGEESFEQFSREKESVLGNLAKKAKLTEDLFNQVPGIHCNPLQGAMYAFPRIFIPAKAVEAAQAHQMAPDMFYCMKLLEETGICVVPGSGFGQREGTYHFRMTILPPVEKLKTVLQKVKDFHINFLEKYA
#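 Fluorescence read-out: pyruvate from GPT2 turnover coupled to pyruvate oxidase, HRP and Amplex Red (0.2mM ThPP, 0.2U/mL PO and HRP, 50uM Amplex final). Substrates 250uM a-KG, 2mM L-alanine; enzyme 10ng/uL; 30 min RT.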
# IP6K1 inh: Primary qHTS assay for small molecule inhibitors of Inositol hexaphosphate kinase 1 (IP6K1). 140,000 compounds, 0.81% hits. Inositol hexakisphosphate kinase 1 (Homo sapiens), Q92551. IP6K1 kinase, ADP-Glo luminescence, 2 h; active compounds read low. activity change, % (series mostly up to about 58 µM); in the data active means activity change below about -25%
# Target sequence (Q92551 whole entry, looked up): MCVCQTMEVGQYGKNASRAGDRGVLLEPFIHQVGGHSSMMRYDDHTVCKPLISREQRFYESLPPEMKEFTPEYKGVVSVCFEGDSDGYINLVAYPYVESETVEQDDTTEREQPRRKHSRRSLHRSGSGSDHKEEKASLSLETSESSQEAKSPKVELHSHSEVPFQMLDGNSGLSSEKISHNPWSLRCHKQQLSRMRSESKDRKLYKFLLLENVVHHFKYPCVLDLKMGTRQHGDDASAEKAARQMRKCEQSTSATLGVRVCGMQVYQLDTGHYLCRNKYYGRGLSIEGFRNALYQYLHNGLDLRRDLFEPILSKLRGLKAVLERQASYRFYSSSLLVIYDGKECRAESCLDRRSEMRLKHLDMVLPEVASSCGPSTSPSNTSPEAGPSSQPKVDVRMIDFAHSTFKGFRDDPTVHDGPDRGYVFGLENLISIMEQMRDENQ
#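 ADP-Glo luminescence measures ADP made by human IP6K1 during a 2 h RT reaction with ATP/IP6 (mix at 1.3 mM/130 uM); top library doses 57.5 and 19.1 uM final.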
# HEK293 tox: Cytotoxic Profiling in HEK 293 Cell Line of Diverse Libraries Using Quantitative High-Throughput Screening | AID 1345083, 2018 | Potency, µM (top dose mostly 115 µM), inactives show at the top dose activity change, negative = cytotoxicity, hits mostly inhibitors | HEK 293 viability, ATP luminescence (CellTiter-Glo), 48-72 h | 94,000 compounds, 6.6% hits; further: potency means the concentration at half of the fitted maximal effect; nearly all actives have a fitted effect of over 60% in size
#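 Viability of HEK 293 cells, plated at 250 cells/well, was judged by cellular ATP after compound treatment for 48 or 72 hr. Luminescence was imaged 10 min after CellTiter-Glo addition at room temperature.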
# An asterisk follows results filed as active; i = inactive; u = inconclusive; x = not tested or not shown; & = joins results of further samples; [ ] = remark or other dose. Unless noted, the call rests on the fitted dose curve; in most records, active means well fitted curve in the direction sought with a large enough effect; inconclusive means small, poorly fitted or top-dose-only effect, or another doubt; inactive means no such curve, though single readings can be large; an effect the other way counts as inactive or inconclusive. Unless noted, on the % scale 0 is the no-effect control and ±100 the full control effect.
SMILES,FLuc inh,SNCA expr inh,3T3 cytotox,SNCA viab count,GPT2 inh,IP6K1 inh,HEK293 tox
C[C@H]1C(=O)O[C@H]2[C@H](O)[C@]34C5OC(=O)[C@]3(O[C@@H]3OC(=O)[C@H](O)C34[C@H](C(C)(C)C)[C@H]5O)C12O (some centres not stated),x,x,x,-4.3%[23.9 µM],i,-2.9,x
COc1ccc(C(=O)c2c(C)n(CCN3CCOCC3)c3ccccc23)cc1,x,-30.9%[25.6 µM],x,35.9%[23.9 µM],-6.5%,7.2,x
CCC(CC)c1cc([C@H]2CN3CC[C@H]2C[C@@H]3CNC(=O)NCc2ccccc2)nc(-c2ccncc2)n1,5.0%,-19.2%,20µM*,-20.6%,i,-6.1,28.2µM*
Cn1cc(CN2CCN(C(=O)Cc3ccsc3)CC2)ccc1=O,0.2%,0.4%,i,-11.5%,-7.1%,-3.2,-3.0%
O=C(O)CCCc1ccc(N(CCCl)CCCl)cc1,x,3.1%,x,5.8%,-14.3%&-3.7%,-13.9,x
Cc1cccc(CN2C(=O)CN=C(c3ccccc3)c3ccccc32)c1,x,u,x,-20.2%,x,5.0,x
CC(C)C(=O)N1CCC2(CC1)NCc1ccccc1-n1ccnc12,-11.6%,-18.9%,u,u,i,17.2,-12.3%
CCC(C)/C=C(C)/C=C/C1=CC2=C(Cl)C(=O)C(C)(OC(C)=O)C(=O)C2=CO1 (configuration not stated),x,x,x,u,u,1.8,x
Cc1ncc2c(n1)C[C@@H]1CC[C@H]2N1C(=O)NCCc1ccccc1,x,-6.7%,i,16.8%,-1.4%,-7.5,i
C=C[C@H]1CN2CC[C@H]1C[C@@H]2CNC(=O)Nc1ccc(C(C)(C)C)cc1,14.0%[172 µM],u,35.5µM*,-6.7%[87.6 µM],-3.6%[88.5 µM],3.3,31.6µM*
Cc1cc(-n2c(/C=C/c3ccc(Br)s3)nc3ccccc3c2=O)ccc1Br,x,-4.4%,x,-2.3%,x,-6.0,x
C#C[C@H]1CN2CC[C@H]1C[C@@H]2CNC(=O)COC,5.9%[230 µM],-3.5%[87.6 µM],-7.5%[230 µM],-2.4%[87.6 µM],-1.5%[88.5 µM],13.8,-0.5%[230 µM]
C#C[C@H]1CN2CC[C@H]1C[C@@H]2CNC(=O)COCC(=O)O,-7.1%[230 µM],u,u,-0.1%[87.6 µM],u,6.5,-22.3%[230 µM]
Cc1nc(-c2cccs2)cc([C@H]2CN3CC[C@H]2C[C@@H]3CO)n1,2.2%[172 µM],3.55µM*,15.8µM*,-24.8%[87.6 µM],-9.6%[88.5 µM],8.0,-105.7%[172 µM]
CCOC(=O)[C@@H]1[C@H]2c3ccccc3N(CCOC)C(=O)[C@H]2N(C(=O)CC(C)C)[C@@H]1c1ccccc1,x,x,u,x,x,2.0,39.8µM*
COc1ccc(NC(=O)NC[C@H]2C[C@@H]3CCN2C[C@@H]3c2cc(-c3ccc(OC)c(OC)c3)nn2C)cc1,10.7%,11.5%,u,-0.4%,-4.4%,-4.0,u
Cc1cnc(CCN)n1CC1CC1,-16.7%,0.6%,-11.5%,u,i,-3.5,3.3%
Cc1ccc([N+](=O)[O-])[c]2c1[O][Hg]2,x,u,x,u,-6.1%,-83.0*,x
Cc1ccc(NC(=O)N(Cc2ccc3c(c2)OCO3)C2CCN(Cc3ccccc3)CC2)cc1F,x,0.9%,x,-10.7%,x,-10.0,x
O=C1CO[C@H]2CN(Cc3ncc[nH]3)C[C@H]2N1Cc1ccccn1,0.4%[172 µM],25.8%[87.6 µM],i,13.3%[87.6 µM],0.4%[88.5 µM],1.6,i

# In another format: three of the compounds above
# Every second line gives: FLuc inh, SNCA expr inh, 3T3 cytotox, SNCA viab count, GPT2 inh, IP6K1 inh, HEK293 tox
- C#C[C@H]1CN2CC[C@H]1C[C@@H]2CNC(=O)COCC(=O)O
    -7.1%[230 µM], u, u, -0.1%[87.6 µM], u, 6.5, -22.3%[230 µM]
- COc1ccc(NC(=O)NC[C@H]2C[C@@H]3CCN2C[C@@H]3c2cc(-c3ccc(OC)c(OC)c3)nn2C)cc1
    10.7%, 11.5%, u, -0.4%, -4.4%, -4.0, u
- Cc1ccc(NC(=O)N(Cc2ccc3c(c2)OCO3)C2CCN(Cc3ccccc3)CC2)cc1F
    x, 0.9%, x, -10.7%, x, -10.0, x

# (list continues)
SMILES,FLuc inh,SNCA expr inh,3T3 cytotox,SNCA viab count,GPT2 inh,IP6K1 inh,HEK293 tox
CCCS(=O)(=O)N1C[C@@H]2C[C@H](C1)c1c(-c3cccc(C#N)c3)ccc(=O)n1C2,-3.4%[172 µM],-22.7%[87.6 µM],i,3.6%[87.6 µM],i,-8.7,i
CN1C(=O)[C@@H](Cc2c[nH]c3ccccc23)N=C(c2ccccc2F)c2ccccc21,x,x,x,-17.7%,-7.6%,-0.1,x
CC1(N2CCC(n3c([C@@H]4CCCNC4)nc4ccccc43)CC2)CCCCCCC1,x,-2.0%,x,u,u,-4.1,x
O=C(O)COCC(=O)N1C[C@@H]2C[C@H](C1)c1ccc(-c3cccc(C(F)(F)F)c3)c(=O)n1C2,-2.8%,-3.5%,-2.2%,-0.7%,i,3.9,-7.2%
COc1ccccc1-n1c(/C=C/c2ccccc2)nc2ccccc2c1=O,x,21.9%,x,3.5%,x,-2.5,x
C[C@]12CC[C@H](O[C@@H]3O[C@H](CO)[C@@H](O)[C@H](O)[C@H]3O[C@@H]3O[C@H](CO)[C@@H](O)[C@H](O)[C@H]3O)CC1=CC[C@@H]1[C@@H]2CC[C@]2(C)[C@@H](C3=CC(=O)OC3)CC[C@]12O,x,x,x,-4.9%[23.9 µM],i,13.1,x
COc1ccc(CCC(=O)N2[C@H]3CC[C@@H]2c2cnc(-c4ccccc4)nc2C3)cc1,1.9%,10.2%,-9.5%,4.0%,i,5.9,u
c1cc(C2CCCNC2)[nH]n1 (configuration not stated),12.0%,31.2%[activator],4.7%,5.5%,i,14.0,-20.6%
COc1ccc(C2=NOC3(CCN(Cc4cccnc4)C3)C2)cc1 (configuration not stated),-10.0%[172 µM],40.9%[activator][87.6 µM],u,-18.9%[87.6 µM],i,0.0,u
CN1CCN(c2ccc([N+](=O)[O-])c3no[n+]([O-])c23)CC1,x,6.6%,x,u,0.3%&0.2%,3.7,x

# Structures listed so far that contain a COOH group (three):
SMILES,FLuc inh,SNCA expr inh,3T3 cytotox,SNCA viab count,GPT2 inh,IP6K1 inh,HEK293 tox
O=C(O)CCCc1ccc(N(CCCl)CCCl)cc1,x,3.1%,x,5.8%,-14.3%&-3.7%,-13.9,x
C#C[C@H]1CN2CC[C@H]1C[C@@H]2CNC(=O)COCC(=O)O,-7.1%[230 µM],u,u,-0.1%[87.6 µM],u,6.5,-22.3%[230 µM]
O=C(O)COCC(=O)N1C[C@@H]2C[C@H](C1)c1ccc(-c3cccc(C(F)(F)F)c3)c(=O)n1C2,-2.8%,-3.5%,-2.2%,-0.7%,i,3.9,-7.2%

# Going on with the list:
SMILES,FLuc inh,SNCA expr inh,3T3 cytotox,SNCA viab count,GPT2 inh,IP6K1 inh,HEK293 tox
CN(C)Cc1cn(C[C@H]2C[C@@H]3CCN2C[C@@H]3C(=O)NCc2ccc(F)cc2)nn1,-7.8%[172 µM],-5.9%[87.6 µM],-15.7%[174 µM],0.5%[87.6 µM],1.6%[88.5 µM],13.2,-17.3%[172 µM]
O=C(Cc1cccc(F)c1)N1CCC2(CC1)NCc1ccccc1-n1ccnc12,-14.0%,4.5%,-14.0%,18.5%,1.2%,21.2,-6.1%
COc1ccc(-c2cc([C@H]3CN4CC[C@H]3C[C@@H]4CNC(C)=O)n(C)n2)cc1,15.1%[172 µM],19.2%[87.6 µM],u,1.8%[87.6 µM],0.8%[88.5 µM],-3.7,-3.4%[172 µM]
CN(C)C(=O)[C@H]1CN2CCC1C[C@@H]2Cn1cc(CCO)nn1 (some centres not stated),-5.5%[172 µM],20.7%[87.6 µM],4.6%[174 µM],2.5%[87.6 µM],2.4%[88.5 µM],10.1,-1.8%[172 µM]
Cc1ccc2scc(N3CCN(C)CC3)c(=O)c2c1,x,68.0%[activator],x,-8.4%,x,-7.1,x
CCC(=O)O[C@@H]1C=C2CCC3C(CCC4(C)C3CC[C@@H]4OC(=O)CC)C2CC1 (some centres not stated),x,-38.5%[25.6 µM],x,-27.0%[23.9 µM],3.3%,-6.7,x
C=CCN(C)C[C@H]1CN2CC[C@H]1C[C@@H]2CNC(=O)NC(C)C,-3.1%[172 µM],u,-10.5%[174 µM],-7.3%[87.6 µM],-30.5%[88.5 µM],0.2,-18.9%[172 µM]
OCc1cnc[nH]1,x,15.0%,x,2.8%,i,x,x
Cn1ccc2ccc(C(=O)N3CCC(C#N)(c4ccccc4)CC3)cc21,-10.5%,-5.4%,u,-2.3%,4.4%,-0.2,u
Cc1ncc2c(n1)C[C@@H]1CC[C@H]2N1C(=O)C1CCC1,0.3%,3.3%,i,13.9%,i,10.3,-9.0%
Cc1cc(C)cc(-n2c(/C=C/c3cccc(F)c3)nc3ccccc3c2=O)c1,x,-6.5%,x,-8.7%,x,-1.8,x
C=C[C@H]1CN2CC[C@H]1C[C@@H]2CNC(=O)C1CC1,1.2%[230 µM],-2.5%[87.6 µM],2.2%[230 µM],-1.2%[87.6 µM],i,20.3,i
CN1CCN2C(=O)N(Cc3cccnc3)C[C@H]2C1,-14.5%[230 µM],2.8%[87.6 µM],-4.5%[174 µM],10.3%[87.6 µM],i,1.8,-17.0%[230 µM]
COc1cc2c(cc1OCC1CCCC1)N(C(=O)C1CCC(C)CC1)CC21CCN(CC(=O)O)CC1 (configuration not stated),-2.8%,19.7%,u,3.7%,i,-2.9,-1.1%
C[C@H]1O[C@@H](n2cnc3c(N)ncnc32)C[C@@H]1O,x,x,x,-7.8%,-4.6%,1.2,x
Cn1nc(-c2ccc(F)cc2)cc1[C@H]1CN2CC[C@H]1C[C@@H]2CNCc1ccccn1,-1.1%[172 µM],7.5%[87.6 µM],u,-4.0%[87.6 µM],-23.3%[88.5 µM],1.4,63.1µM*
C=C[C@@H]1CN2CCC1C[C@H]2[C@H](O)c1ccnc2ccccc12 (some centres not stated),x,-6.4%,x,11.2%,3.3%,x,x

# Screening data: PubChem, National Center for Advancing Translational Sciences (NCATS)

# Only part of the results is shown; the hit share may differ from the screen's.
